Compound activity as filed in PubChem BioAssay.
IMPase Li inh = qHTS Assay for Identifying the Cell-Membrane Permeable IMPase Inhibitors: Potentiation with Lithium; CHO-M1 cells, IP1 TR-FRET (IP-One), carbachol + lithium; Potency, µM (titrated, usually from 59.4 µM), for inactives: at the top dose activity, negative = IMPase inhibition, hits mostly inhibitors; 210,000 tested, 0.35% active; AID 1457, 2008;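 note: IP1 builds up when IMPase is blocked and the TR-FRET signal falls; potency is the fitted concentration of half-maximal effect; plate controls were basal vehicle for no effect and high inhibitor control for full effect; nearly all actives have a fitted effect of over 50% in size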
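Readout is a homogeneous TR-FRET IP1 immunoassay (Ex 320, Em 665 and 620), where raised cytosolic IP1 lowers signal. Cells were CHO-M1 treated 30 min at 37C with test compounds plus a little lithium; AC50 values came from Hill-equation fitting.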
NPSR antagonist = qHTS Assay for Antagonists of the Neuropeptide S Receptor: cAMP Signal Transduction; 220,000 tested, 1% active; Potency, µM (doses to about 38.3 µM), without a hit: at the highest dose activity change, negative = inhibition, actives largely listed as inhibitors; AID 1461, 2008; CHO-NPSR cells, cAMP TR-FRET, antagonist mode; Q6W5P4; note: potency is the fitted concentration of half-maximal effect; % is set by controls: 0 for no effect and ±100 for the full control effect; nearly all actives have a fitted effect of over 50% in size; many of its hits are not listed in these tables
Target sequence (Q6W5P4 whole entry, looked up): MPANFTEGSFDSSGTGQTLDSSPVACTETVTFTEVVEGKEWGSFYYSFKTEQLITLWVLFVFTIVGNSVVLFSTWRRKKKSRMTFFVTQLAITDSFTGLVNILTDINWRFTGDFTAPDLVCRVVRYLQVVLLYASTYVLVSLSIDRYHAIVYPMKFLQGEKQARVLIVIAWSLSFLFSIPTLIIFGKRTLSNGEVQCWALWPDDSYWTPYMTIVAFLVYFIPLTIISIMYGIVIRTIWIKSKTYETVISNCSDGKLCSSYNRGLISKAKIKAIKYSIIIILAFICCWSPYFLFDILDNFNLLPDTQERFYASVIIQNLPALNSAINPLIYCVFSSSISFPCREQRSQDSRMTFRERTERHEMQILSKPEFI
HTT aggregate = qHTS Multiplex Assay to Identify Dual Action Probes in a Cell Model of Huntington: Aggregate Formation (GFP); PC12 HttQ103-GFP aggregates, Acumen cytometry, 40 h; Potency, µM (series often up to 46.1 µM), for inactives: at the top dose activity change, negative = inhibition, hits mostly inhibitors; 220,000 tested, 1.1% active; note: potency is the fitted concentration of half-maximal effect; % is set by controls: 0 for no effect and ±100 for the full control effect; nearly all actives have a fitted effect of over 60% in size
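Ecdysone-promoter PC12 model expressing HTT exon 1 Q103 fused to GFP, induced by tebufenozide at 100 nM final. Compounds titrated; aggregates sized 1–25 µm scored on a 488 nm laser cytometer.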
Epigenetic reg = Quantitative High-Throughput Screen for Regulators of Epigenetic Control. AID 1865, 2009. 280,000 tested, 0.2% active. murine LDR cells, GFP reporter derepression, 30 h. Potency, µM (top dose mostly 53.9 µM), inactives show top-dose GFP activation, actives largely listed as activators; note: potency is the fitted concentration of half-maximal effect; % of control where 0% means no effect; nearly all actives have a fitted effect of over 60% in size
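In this reporter-derepression format, murine cells bearing a silenced integrated CMV-GFP locus incubate with test compound (30 h, 37 C), then are washed and imaged; fluorescent objects of 20–120 um count as induced cells.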
L3MBTL1 inh = qHTS Assay for the Inhibitors of L3MBTL1; Lethal(3)malignant brain tumor-like protein 1 (Homo sapiens), Q9Y468; AlphaScreen L3MBTL1–H3K9me1 peptide binding; Potency, µM (top dose mostly 57.1 µM), without a hit: at the highest dose activity, negative = inhibition, hits mostly inhibitors; 230,000 tested, 0.66% active; AID 485360, 2010; note: potency is the fitted concentration of half-maximal effect; % is set by controls: 0 for no effect and ±100 for the full control effect; nearly all actives have a fitted effect of over 60% in size
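L3MBTL1 (50 nM) pre-complexed 30 min with biotinylated H3(1-15)K9me1 peptide (75 nM), then compounds added for 30 min at room temperature; AlphaScreen streptavidin donor/nickel chelate acceptor beads (10 ug/mL final) read after 30 min dark incubation.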
KinaseGlo FLuc = Counterscreen for Luciferase (Kinase-Glo TM) Inhibition; Kinase-Glo luciferase, ATP luminescence, 8 min; Luciferin 4-monooxygenase (Photuris pensylvanica), Q27757; 200,000 tested, 0.28% active; Potency, µM (titrated, usually from 38.3 µM), inactives show top-dose activity change, negative = inhibition, hits mostly inhibitors; note: potency is the fitted concentration of half-maximal effect; % is set by controls: 0 for no effect and ±100 for the full control effect; nearly all actives have a fitted effect of over 60% in size
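Kinase-Glo luciferase light output from ATP and luciferin was measured with 10 uM ATP, within the enzyme's linear range. Buffer: 50 mM imidazole pH 7.2, 50 mM KCl, 7 mM MgCl2, 0.01% Tween 20, 0.05% BSA; luminescence read after 8 min at ambient temperature.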
CBFb RUNX1 block = qHTS Assay for Compounds Blocking the Interaction Between CBF-beta and RUNX1 for the Treatment of Acute Myeloid Leukemia. Runt-related transcription factor 1 (Homo sapiens) + Core-binding factor subunit beta …. AlphaScreen CBFb-His/RUNX1-biotin binding, biochemical. Potency, µM (titrated, usually from 59.8 µM), inactives show at the top dose activity, negative = inhibition, most hits filed as inhibitors. 230,000 tested, under 10 active. AID 1477, 2009; note: % of control where 0% means no effect
Target sequence (Q01196 whole entry, looked up): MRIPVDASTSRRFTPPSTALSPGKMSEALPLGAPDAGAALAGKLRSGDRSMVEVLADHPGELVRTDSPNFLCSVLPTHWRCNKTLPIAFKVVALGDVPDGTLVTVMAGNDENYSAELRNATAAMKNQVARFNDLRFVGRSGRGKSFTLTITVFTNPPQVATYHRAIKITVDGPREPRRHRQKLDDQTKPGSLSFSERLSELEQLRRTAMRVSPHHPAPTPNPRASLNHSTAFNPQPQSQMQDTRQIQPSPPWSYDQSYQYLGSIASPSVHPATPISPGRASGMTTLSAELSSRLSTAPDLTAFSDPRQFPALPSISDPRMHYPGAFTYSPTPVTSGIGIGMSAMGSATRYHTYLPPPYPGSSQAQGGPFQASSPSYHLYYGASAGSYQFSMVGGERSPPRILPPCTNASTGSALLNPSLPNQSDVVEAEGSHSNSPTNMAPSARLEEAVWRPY
Target sequence (Q13951 whole entry, looked up): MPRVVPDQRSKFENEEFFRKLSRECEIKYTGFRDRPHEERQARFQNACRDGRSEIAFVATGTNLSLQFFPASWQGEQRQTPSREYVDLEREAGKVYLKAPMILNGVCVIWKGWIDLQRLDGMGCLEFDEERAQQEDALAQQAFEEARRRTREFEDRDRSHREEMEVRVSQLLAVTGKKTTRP
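Proteins preincubated together for 20 min at RT before compound addition; 15 min later, nickel and streptavidin beads were added and left 90 min prior to AlphaScreen measurement.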
* marks the source's active call; other numbers are inactive results; ? = inconclusive; / = no result given; [ ] = remark or other dose. Calls come from the whole dose curve; as a rule, active = well fitted curve in the direction sought with a large enough effect; inconclusive = small, poorly fitted or top-dose-only effect, or another doubt; inactive = no such curve, though single readings can be large; an effect the other way counts as inactive or inconclusive. Only part of the results is shown; the hit share may differ from the screen's.

SMILES	IMPase Li inh	NPSR antagonist	HTT aggregate	Epigenetic reg	L3MBTL1 inh	KinaseGlo FLuc	CBFb RUNX1 block
CCOc1ccc(C(=O)Nc2ccc3c(c2)OCCO3)cc1OC	13%[38.3 µM]	-8%[46.1 µM]	21%	-2.1%	-20%[11.4 µM]	-14%	-1%
Cc1cc(NCc2ccccc2)n2ncnc2n1	1%	20%	-1%[9.22 µM]	-0.7%	3%	4%	1%
COc1ccccc1/C=C/C(=O)NCC(=O)N1CCC(N(C)C2CCCC2)CC1	-1%	-1%	9%	-1.4%	/	3%	-18%
Cc1nn(C)cc1CNC(=O)c1cccc(Cl)c1	20%[38.3 µM]	12%[46.1 µM]	2%	-1.0%	/	20%	1%
Nc1cc(C(=O)O)ccc1Nc1ccc(F)c(F)c1	29%[38.3 µM]	-18%[46.1 µM]	-25%	-1.0%	-12%	1%	2%
COc1ccc(S(=O)(=O)N2CCCC(C(=O)NCc3ccccn3)C2)cc1Cl (configuration not stated)	12%[38.3 µM]	-1%[46.1 µM]	-18%	0.0%	10%	-2%	7%
CC(Cc1c[nH]c2ccccc12)NC(N)=O (configuration not stated)	2%	16%	3%	-0.2%	/	/	2%
COc1ccc(C2OCC3(CO2)SC(N)=NC3=O)cc1 (configuration not stated)	10%[38.3 µM]	0%[46.1 µM]	4%	0.5%	/	-3%	-9%
CCCN1CCC(=NNC(=O)c2ccc(Br)o2)CC1	-7%[38.3 µM]	-6%[46.1 µM]	0%	-1.9%	-4%	-3%	0%
CCCCC(=O)NC(Nc1ccc(C)cn1)(C(=O)OCC)C(F)(F)F (configuration not stated)	/	-17%[46.1 µM]	-5%	-4.6%	-1%	/	-1%
Cc1ccn2c(-c3n[nH]c(=S)n3C)c(C)nc2c1	0%	0%	-7%	-1.1%	-16%	-6%	1%
COc1ccc(/C=N/n2cncn2)cc1Cn1cc([N+](=O)[O-])cn1	/	?	-3%[9.22 µM]	3.8%	2%	/	3%
O=C1c2ccccc2C(=O)N1/N=C/c1ccc(O)c(O)c1	4%	-8%	-3%	5.6%	?	-6%	-10%
Cc1ccc(S(=O)(=O)Nc2ccc(N3CCOCC3)cc2)cc1	-1%[38.3 µM]	-13%[46.1 µM]	-2%[9.22 µM]	-1.5%	/	3%	-5%
CCOc1ccc2nc(SCC(=O)Nc3ncccn3)[nH]c2c1	-2%[38.3 µM]	0%[46.1 µM]	-2%	-1.3%	/	-5%	1%
COc1ccc(CCNC(=O)CCCOc2cc(=O)n(C)c3ccccc23)cc1OC	12%	15%	?	-2.8%	/	0%	-6%
C[C@@H](Oc1ccc(Oc2cnc3ccc(Cl)cc3n2)cc1)C(=O)O	13%	?	/	3.7%	/	2%	9%
O=C(N/N=C/c1ccccn1)C1CC1	28%[38.3 µM]	-2%[46.1 µM]	-7%	3.7%	/	-6%	-2%
Fc1ccc(-n2c(-c3cccs3)nc3nc4ccccc4nc32)cc1	?	3%[46.1 µM]	10%	11%	-5%	-3%	3%
O=C(Cc1cccc(C(F)(F)F)c1)NCc1cccc(Cl)c1	15%	-7%[46.1 µM]	-4%	0.0%	15%	2%	30%
COc1ccc(CCNC(=O)c2cccnc2)cc1	28%[38.3 µM]	-9%[46.1 µM]	6%	0.1%	/	1%	5%
Cc1nc(NCC2CCCO2)c2nnn(Cc3ccccc3)c2n1 (configuration not stated)	2%[38.3 µM]	-25%[46.1 µM]	-18%	1.2%	-10%	0%	4%
CC(NCC(O)COCc1cccs1)C1CC2CCC1C2 (configuration not stated)	10%[38.3 µM]	-10%[46.1 µM]	-7%[9.22 µM]	0.0%	/	4%	0%
O=C(/C=C/c1cccnc1)c1ccc(NC(=O)c2cccc(Br)c2)cc1	1%[38.3 µM]	-14%[46.1 µM]	-23%	12%	-4%	6%	3%
COc1ccc(C=O)cc1OS(=O)(=O)c1ccc(NC(C)=O)cc1	-10%	20%	27%	0.0%	2%	0%	-1%
C=CCn1c(CCSCc2ccccc2)n[nH]c1=S	6%	2%	25%	-1.0%	-7%	3%	-1%
Cc1cc(S(=O)(=O)N(Cc2ccccc2Cl)c2ccc3c(c2)CCC3)ccc1-n1cnnn1	13%	-20%	-13%	3.0%	1%	-1%	6%
COC(=O)CCc1c(C)nn(-c2ccccc2)c1C	5%[38.3 µM]	0%[46.1 µM]	-2%	-1.0%	/	-4%	7%
COc1ccc(N2CCN(CCCn3c(=S)[nH]c4ncccc4c3=O)CC2)cc1	19%[38.3 µM]	13%[46.1 µM]	4%[1.84 µM]	5.2%	/	2%	3%
CN(C)S(=O)(=O)c1cccc(NC(=O)c2cc(=O)[nH]c3ccccc23)c1	6%	19%	-22%	1.3%	1%	0%	-1%
COC(=O)c1ccc(NC(=O)C(=O)c2cccn2C)cc1	3%	-7%	16%	-0.1%	-18%	13µM*	2%
CC(C)(C)c1cc(CN(CCO)CCO)c(O)c(C(C)(C)C)c1	/	-7%	-6%[9.22 µM]	0.1%	-2%	/	4%
Cc1nc(Nc2ccc(O)cc2)c2c3c(sc2n1)CCCC3	/	16%	11%[9.22 µM]	-0.7%	-24%	/	1%
c1ccc2c(c1)CCCN2Cc1nnnn1CC1CCCO1 (configuration not stated)	23%[38.3 µM]	-1%[46.1 µM]	-6%	-1.0%	/	1%	-1%
CCCCCCNC(=O)Nc1ccccc1	22%[38.3 µM]	-15%[46.1 µM]	?	-1.0%	-5%	-7%	4%
O=C1OCCN1C(=O)[C@H]1[C@H](c2ccc(F)cc2)C(c2cccc(Cl)c2)=NN1c1ccc(Br)cc1	-21%	/	/	0.7%[40.7 µM]	78%[activator]	0%[39.9 µM]	?
CCOC(=O)Cn1c(=O)oc2cc(S(=O)(=O)N(C)c3ccc(OC)cc3)ccc21	/	-6%	10%[9.22 µM]	15%	/	/	4%
CCOC(=O)C1(CC2CCCCO2)CCN(Cc2nc3ccccc3nc2C)CC1 (configuration not stated)	12%	0%	9%[9.22 µM]	3.9%	-1%	-1%	-5%
CC1(C)CC2CC(C)(CN2S(=O)(=O)c2ccc(C(=O)Nc3cccc(S(=O)(=O)N4CCOCC4)c3)cc2)C1 (configuration not stated)	6%	1%	-13%	0.0%	-12%	-4%	2%
COc1ccc(S(=O)(=O)NNC(=O)c2csc(-n3nc(C)cc3C(F)(F)F)n2)cc1OC	-129%[38.3 µM]	-12%[46.1 µM]	-23%	-0.8%	/	-3%	-1%

Laid out differently: results already given.
molecule | IMPase Li inh | NPSR antagonist | HTT aggregate | Epigenetic reg | L3MBTL1 inh | KinaseGlo FLuc | CBFb RUNX1 block
COc1ccc(N2CCN(CCCn3c(=S)[nH]c4ncccc4c3=O)CC2)cc1 | 19%[38.3 µM] | 13%[46.1 µM] | 4%[1.84 µM] | 5.2% | / | 2% | 3%
CN(C)S(=O)(=O)c1cccc(NC(=O)c2cc(=O)[nH]c3ccccc23)c1 | 6% | 19% | -22% | 1.3% | 1% | 0% | -1%
COC(=O)c1ccc(NC(=O)C(=O)c2cccn2C)cc1 | 3% | -7% | 16% | -0.1% | -18% | 13µM* | 2%

Continuation:
SMILES	IMPase Li inh	NPSR antagonist	HTT aggregate	Epigenetic reg	L3MBTL1 inh	KinaseGlo FLuc	CBFb RUNX1 block
O=c1nc(/C=C/c2cc([N+](=O)[O-])ccc2Cl)cc(C(F)(F)F)[nH]1	25%[38.3 µM]	?	?	1.0%	/	0%	4%
C=CCn1c(O)c(N=NC(=O)CNC(=O)/C=C/c2ccco2)c2ccccc21	18%[38.3 µM]	-13%[46.1 µM]	30%	0.0%	?	-1%	-11%
O=S(=O)(Cc1ccccc1)N1CCC(c2nc(-c3cccs3)no2)CC1	-1%[38.3 µM]	-17%[46.1 µM]	-4%	0.0%	16%	-1%	6%
O=c1c2ccccc2cnn1Cc1n[nH]c(=S)n1-c1ccc(Cl)cc1	1%	-5%	-10%	-0.6%	9%	3%	-1%
O=C(c1nn(-c2ccccc2)c(=O)c2ccccc12)N1CCN(c2ncccn2)CC1	5%	4%	1%[9.22 µM]	-3.6%	-1%	4%	0%
C/C(=C/C(=O)N1CCc2ccccc21)C(=O)O	1%	16%	9%	0.0%	-4%	1%	-12%
COCCN(CCOC)Cc1c(C)[nH]c2ccccc2c1=O	24%[38.3 µM]	11%[46.1 µM]	24%	0.0%	2%	-2%	8%
O=C(/C=C/c1ccc(O)c(O)c1)c1ccc(S(=O)(=O)N2CCCCCC2)cc1	1%	-30%	?	5.4%	?	-4%	?
COc1cccc(NC(=O)CN(C)C(=O)COc2ccc3ccccc3c2)c1	/	6%[46.1 µM]	7%	-0.9%	-4%	/	-4%
COc1cc(NC(=O)Cc2cccs2)c(C(=O)O)cc1OC	2%	2%	/	0.0%	4%	0%	3%
COc1ccc(/C=N/N=C2/NC(=O)C(CC(=O)NC(C)C)S2)cc1 (configuration not stated)	2%	8%	20%	?	11%	2%	6%
Cc1ccsc1C1NC(=O)c2ccccc2N1 (configuration not stated)	-6%	-5%[46.1 µM]	0%	2.1%	-10%	-5%	17%
CCCc1nnc(NC(=O)CCC(=O)N2CCCCCC2)s1	-13%[38.3 µM]	11%[46.1 µM]	-22%	-0.7%	41%[activator]	-3%	13%
CCOC(=O)C1=NNC2(c3ccccc3)C(=O)N(c3cccc(Br)c3)C(=O)C12 (configuration not stated)	7%	-12%	4%	0.1%	-4%	0%	0%
CCCSc1nc(C)c(CC(=O)O)c(=O)[nH]1	/	5%[46.1 µM]	8%	-1.6%	11%	/	0%
CCN(CC)C(NC(=O)c1ccccc1)C(=O)c1ccccc1 (configuration not stated)	-12%[38.3 µM]	-12%[46.1 µM]	14%	0.0%	2%	0%	4%
NC(=O)CCn1c2ccccc2c2ccccc21	-7%	9%	/	0.0%	2%	-1%	1%
CCCN(CCC)CC(=O)NCC1(c2ccccc2)CCOCC1	1%	4%[46.1 µM]	-17%	-0.8%	6%	-1%	-7%
COc1ccc(OC)c(-n2nnnc2SCC(=O)Nc2ccc3c(c2)OCCO3)c1	/	10%[46.1 µM]	2%	-3.0%	3%	/	-1%
Cc1ccc(-c2nnc3n2N=C(c2ccccc2Br)CS3)cc1	14%[38.3 µM]	?	-20%	1.6%	-8%	1%	-15%
